# RECQ1 inh – RECQ1 (human) helicase inhibition; P46063; RECQ1 DNA unwinding, red fluorescence kinetic read; Potency, µM (titrated, usually from 57.3 µM), without a hit: at the top dose activity, negative = inhibition, usual class: inhibitors; hit rate 0.54% among 240,000; AID 2549;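 note: plate controls were vehicle for no effect and no enzyme for full effect; nearly all actives have a fitted effect of over 30% in size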
# Target sequence (P46063 whole entry, looked up): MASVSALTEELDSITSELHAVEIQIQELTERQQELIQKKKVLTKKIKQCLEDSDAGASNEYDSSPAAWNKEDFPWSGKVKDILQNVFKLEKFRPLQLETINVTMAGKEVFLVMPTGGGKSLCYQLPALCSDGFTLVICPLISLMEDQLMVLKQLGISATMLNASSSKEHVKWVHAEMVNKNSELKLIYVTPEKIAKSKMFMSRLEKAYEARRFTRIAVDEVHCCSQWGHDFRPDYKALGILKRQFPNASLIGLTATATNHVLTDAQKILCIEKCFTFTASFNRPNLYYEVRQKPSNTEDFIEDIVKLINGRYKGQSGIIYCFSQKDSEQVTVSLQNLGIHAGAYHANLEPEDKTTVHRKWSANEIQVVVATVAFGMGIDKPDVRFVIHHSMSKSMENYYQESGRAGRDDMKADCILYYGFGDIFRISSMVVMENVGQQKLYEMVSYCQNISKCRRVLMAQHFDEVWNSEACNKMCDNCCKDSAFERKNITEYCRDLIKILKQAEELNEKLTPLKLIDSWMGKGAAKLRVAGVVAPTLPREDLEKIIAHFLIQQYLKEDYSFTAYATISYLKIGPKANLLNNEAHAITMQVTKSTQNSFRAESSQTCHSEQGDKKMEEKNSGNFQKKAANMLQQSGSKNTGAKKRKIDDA
#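 RECQ1T1 50 nM; forked duplex (20 bp + 30-nt ss tails) 200 nM, ATP 2 mM final; pH 8.0, 2 mM MgCl2, 2.5 ug/ml poly(dI-dC); 15 min compound preincubation; discontinuous kinetic read over 2 h at RT.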
# ALDH1A1 block – inhibitors of human aldehyde dehydrogenase 1A1 | P00352 | Purified ALDH1A1, NADH fluorescence, propionaldehyde substrate | Potency, µM (highest dose often 75.3 µM), for inactives: at the highest dose activity, negative = inhibition, most hits filed as inhibitors | hit rate 7.3% among 220,000 | AID 1030; active = well fitted inhibition curve with a large enough effect, not every such curve was filed as active; inconclusive = small, poorly fitted or top-dose-only effect, or another doubt; inactive = no such curve, though single readings can be large or run the other way;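 note: plate controls were no enzyme wells and a reference inhibitor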
# Tau ThT inhib – blocks human tau fibril formation measured by thioflavin T. P10636. recombinant tau K18 P301L, heparin-induced fibrillization, ThT fluorescence. Potency, µM (doses to about 57.4 µM), without a hit: top-dose activity, negative = inhibition, hits mostly inhibitors. hit rate 2.1% among 270,000. AID 1460; note: nearly all actives have a fitted effect of over 55% in size
# Target sequence (P10636 561-689 P618L limits assumed): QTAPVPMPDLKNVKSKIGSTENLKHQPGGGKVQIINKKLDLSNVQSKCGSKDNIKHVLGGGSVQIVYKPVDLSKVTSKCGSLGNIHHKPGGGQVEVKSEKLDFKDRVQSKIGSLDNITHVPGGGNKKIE
#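 Fibril formation assay: tau K18 P301L at 15 uM with trace Alexa 594 label, heparin inducer 20 uM, pH 7 sodium acetate buffer, 37 C for 6 hr; endpoint ThT signal.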
# LMNA splice mod – changes lamin A minigene splicing in HeLa cells; HeLa LMNA splicing GFP/RFP minigene ratio, 48 h; Potency, µM (highest dose often 46.1 µM), inactives show at the top dose ratio change, negative = inhibition, actives largely listed as inhibitors; hit rate 0.01% among 200,000; AID 1487; active = well fitted inhibition curve with a large enough effect in the signal ratio, with a control signal flat, not every such curve was filed as active; inconclusive = small, poorly fitted or top-dose-only effect, or effect the other way, or a change in a side signal; the % refers to the signal ratio
#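 S3 HeLa cells stably expressing lamin A-EGFP splicing minigene plus DsRed2, 600 cells/well, 48 h compound exposure at 37C. Laser-scanning cytometry; analysed as GFP (500-530 nm)/RFP (575-640 nm) total intensity ratio; 0.5% DMSO vehicle.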
# * = called active by the depositor; i = inactive; ? = inconclusive; . = not tested or not shown; & = joins results of further samples; [ ] = dose if it differs, or a comment. Unless noted, calls come from the whole dose curve; as a rule, active = well fitted inhibition curve with a large enough effect; inconclusive = small, poorly fitted or top-dose-only effect; inactive = flat fitted curve, though single readings scatter. Unless noted, % is set by controls: 0 for no effect and ±100 for the full control effect; potency is the fitted concentration of half-maximal effect. Some of the compounds tested; the hit share may differ from the screen's.
SMILES,RECQ1 inh,ALDH1A1 block,Tau ThT inhib,LMNA splice mod
CCN1C(=O)[C@H]2[C@H]3[C@H](O)[C@H](O)C/C(=N/OCC(C)C)[C@H]3CC[C@@H]2C1=O,-2%[11.5 µM],0%[13.5 µM],-2%[11.5 µM],.
C[C@@]12CCC3c4ccc(OC5C=CC(c6ccccc6)OC5CO)cc4CCC3C1CCC2=O (stereo partly drawn),-10%[11.5 µM],2%[13.5 µM],?,.
Cc1ccc(S(=O)(=O)N[C@H]2COC(=O)[C@@H](C)COC(=O)[C@H](C)NC(=O)C/C=C\[C@H]2C)cc1,8%[11.5 µM],-8%[13.5 µM],2%[11.5 µM],.
C=CCC1(O)C=CCC2C3C4C(OC(C)(C)C)C2C1C34 (stereo not drawn),-2%[11.5 µM],16%[13.5 µM],3%[11.5 µM],.
C#CC(C)OC(=O)c1nnc2c3ccccc3n(COC)c2n1 (stereo not drawn),5%[11.5 µM],2%[13.5 µM],-7%[11.5 µM],.
CC(O)CCCCCCC/C=C/C=C/C(N)=O (stereo not drawn),-5%[11.5 µM],?,?,.
C#CCCCO/N=C1/[C@H]2O[C@@H]2[C@@H](O)[C@H]2[C@H]1CCn1c(=O)n(Cc3cc4c(cc3Cl)OCO4)c(=O)n12,0%[11.5 µM],-2%[13.5 µM],-10%[11.5 µM],.
CCN1C(C)=C(C(=O)OC)C(c2ccccc2)N2C(=O)[C@@]3(C(=O)OC)O[C@@]12C1C(=O)N(C)C(=O)C13 (stereo partly drawn),-10%[11.5 µM],12%[13.5 µM],-8%[11.5 µM],.
COc1ccc(O[C@H]2C=C[C@@H](c3ccccc3)O[C@H]2COC(=O)CC/C(C)=N/O[C@@H]2O[C@H](COC(C)=O)[C@H](OC(C)=O)[C@H](OC(C)=O)[C@H]2OC(C)=O)cc1,i[11.5 µM],-5%[13.5 µM],-6%[11.5 µM],.
CC(=O)OC[C@@H]1O[C@H](C/C=N\O[C@@H](C)CN2CCCc3nc(C)c(C)cc32)C=C[C@@H]1OC(C)=O,i[11.5 µM],?,-6%[11.5 µM],.
COc1cccc([C@@H]2Oc3ccc(OC)cc3/C(=N/O[C@@H](C)c3cn([C@H]4COC[C@H]4O)nn3)[C@@H]2O)c1,-4%[11.5 µM],0%[13.5 µM],-5%[11.5 µM],.
O=C1C[C@@H](O)[C@@H](O)[C@H]2[C@@H]3C(=O)N(c4cccc(Oc5ccccc5)c4)C(=O)[C@@H]3CC[C@H]12,-1%[11.5 µM],12%&9%[13.5 µM],-3%&-8%[11.5 µM],.
CCCNC(=O)OC[C@@H]1O[C@H](CCO/N=C\C[C@H]2C=C[C@H](OC(C)=O)[C@@H](COC(C)=O)O2)C=C[C@@H]1Oc1ccc(OC)cc1,8%[11.5 µM],-3%[13.5 µM],-12%[11.5 µM],.
COCOc1ccc(Br)cc1C(=O)/C=C\c1ccc2c(c1)OCO2,12%[11.5 µM],-4%[13.5 µM],-16%[11.5 µM],.
C#CCCCO/N=C1/C[C@@H](O)[C@@H](O)[C@@H]2[C@H]3C(=O)N(c4ccc(F)cc4F)C(=O)[C@@H]3CC[C@H]12,i[11.5 µM],9%[13.5 µM],-3%[11.5 µM],.

# Gathered by group: the compounds so far with a carbonyl joined to an NH by a bond outside any ring
SMILES,RECQ1 inh,ALDH1A1 block,Tau ThT inhib,LMNA splice mod
CC(O)CCCCCCC/C=C/C=C/C(N)=O (stereo not drawn),-5%[11.5 µM],?,?,.
CCCNC(=O)OC[C@@H]1O[C@H](CCO/N=C\C[C@H]2C=C[C@H](OC(C)=O)[C@@H](COC(C)=O)O2)C=C[C@@H]1Oc1ccc(OC)cc1,8%[11.5 µM],-3%[13.5 µM],-12%[11.5 µM],.

# The list continues.
SMILES,RECQ1 inh,ALDH1A1 block,Tau ThT inhib,LMNA splice mod
CCOC(=O)OCC1OC(c2ccccc2)C=CC1Oc1ccc(F)cc1C (stereo not drawn),i[11.5 µM],6%[13.5 µM],-10%[11.5 µM],.
CCOC(=O)CCN1C(=O)[C@H]2[C@H]3[C@H](O)[C@H](O)C/C(=N/O[C@@H]4O[C@@H](COC(C)=O)[C@@H](OC(C)=O)[C@@H](OC(C)=O)[C@H]4OC(C)=O)[C@H]3CC[C@@H]2C1=O,i[11.5 µM],0%[13.5 µM],-10%[11.5 µM],.
O=C1OCCC=C1[C@@H](O)CCc1ccccc1,i[11.5 µM],-3%[13.5 µM],-3%[11.5 µM],.
O=C1C[C@@H](O)[C@@H](O)[C@H]2[C@@H]3C(=O)N(Cc4ccc5c(c4)OCO5)C(=O)[C@@H]3CC[C@H]12,2%&-12%[11.5 µM],-15%&-12%[13.5 µM],-4%&-1%[11.5 µM],.
CO[C@@H]1COC(=O)C/C=C\[C@@H](C)[C@H](OC)COC(=O)[C@@H](C)COC(=O)C/C=C\[C@H]1C,-5%[11.5 µM],11%[13.5 µM],-3%[11.5 µM],.
CCOC(=O)CCN1C(=O)[C@H]2[C@H]3[C@H](O)[C@H](O)C/C(=N/NC(=O)OCC)[C@H]3CC[C@@H]2C1=O,7%[11.5 µM],5%[13.5 µM],-1%[11.5 µM],.
CCCCCCC#CC1C=CC(Oc2ccc(C=O)cc2)C(CO)O1 (stereo not drawn),i[11.5 µM],?,-2%[11.5 µM],.
CCOC(=O)[C@]1(C(NC(=O)OC)c2ccco2)CCCC1=O (stereo partly drawn),-2%[11.5 µM],-3%[13.5 µM],5%[11.5 µM],.
CCN1C(=O)[C@H]2[C@H]3[C@H](O)[C@H](O)C/C(=N/NC(=O)OCc4ccccc4)[C@@H]3CC[C@@H]2C1=O,-8%[11.5 µM],14%[13.5 µM],-9%[11.5 µM],.
CC(=O)c1ccc(C2C=CC(Oc3ccc(-c4ccccc4)cc3)C(CO)O2)cc1 (stereo not drawn),i[11.5 µM],4%[13.5 µM],-13%[11.5 µM],.
CC#CCOCC/C=C1/c2ccccc2C(OC)C1C (stereo not drawn),-6%[11.5 µM],-8%[13.5 µM],-6%[11.5 µM],.
Cc1ccc(C#CC2C=CC(Oc3ccc4c(c3)OCO4)C(CO)O2)c(C)c1 (stereo not drawn),5%[11.5 µM],0%[13.5 µM],-7%[11.5 µM],.
COc1ccc(OC)c(-c2ccccc2/C=N/NS(=O)(=O)c2ccc(C)cc2)c1,-1%[11.5 µM],15%[13.5 µM],-16%[11.5 µM],.
CCCCCCC1Cc2cc(OC)c(OC)cc2C(C(C(=O)OCC)C(=O)OCC)O1 (stereo not drawn),0%[11.5 µM],10%&-13%[13.5 µM],-11%&-3%[11.5 µM],.
CO[C@H]1COC(=O)C/C=C\[C@H](C)[C@@H](OC)COC(=O)[C@H](C)COC(=O)C/C=C\[C@@H]1C,20%[11.5 µM],-5%[13.5 µM],-11%[11.5 µM],.

# Structures from the list above that have a halogen:
SMILES,RECQ1 inh,ALDH1A1 block,Tau ThT inhib,LMNA splice mod
C#CCCCO/N=C1/[C@H]2O[C@@H]2[C@@H](O)[C@H]2[C@H]1CCn1c(=O)n(Cc3cc4c(cc3Cl)OCO4)c(=O)n12,0%[11.5 µM],-2%[13.5 µM],-10%[11.5 µM],.
COCOc1ccc(Br)cc1C(=O)/C=C\c1ccc2c(c1)OCO2,12%[11.5 µM],-4%[13.5 µM],-16%[11.5 µM],.
C#CCCCO/N=C1/C[C@@H](O)[C@@H](O)[C@@H]2[C@H]3C(=O)N(c4ccc(F)cc4F)C(=O)[C@@H]3CC[C@H]12,i[11.5 µM],9%[13.5 µM],-3%[11.5 µM],.
CCOC(=O)OCC1OC(c2ccccc2)C=CC1Oc1ccc(F)cc1C (stereo not drawn),i[11.5 µM],6%[13.5 µM],-10%[11.5 µM],.

# (continued)
SMILES,RECQ1 inh,ALDH1A1 block,Tau ThT inhib,LMNA splice mod
O=c1n(-c2ccccc2)c(=O)n2n1CC[C@H]1/C(=N\OC[C@@H](O)COCc3ccco3)[C@H]3O[C@@H]3[C@@H](O)[C@@H]12,3%[11.5 µM],-1%&15%[13.5 µM],-18%&-2%[11.5 µM],.
COC(=O)[C@H](CCSC)NC(=O)C/C=C\[C@@H](C)[C@@H](CO)OC,-2%[11.5 µM],7%[13.5 µM],-3%[11.5 µM],.
O=C1[C@H]2[C@H]3[C@H](O)[C@H](O)C/C(=N/OC[C@@H](O)COCc4ccco4)[C@@H]3CC[C@@H]2C(=O)N1C1CCCCC1,1%[11.5 µM],2%[13.5 µM],-18%[11.5 µM],.
COc1ncc2nc(-c3ccc(Cl)cc3)c(=O)n(C)c2n1,-11%,?,.,4%
COc1ccc2[nH]cc(CCNc3ncncc3-c3ccccc3OC)c2c1,i,-4%,.,?
CCNc1ncc2nc(-c3cc(F)cc(F)c3)c(=O)n(CCOC)c2n1,i,?,.,-10%
CN(C)c1ncc2nc(-c3ccc(F)cc3)c(=O)n(C[C@H]3CCCO3)c2n1,-9%,?,.,0%
CN1CCN(c2ncnc3ccc(-c4ccccc4Cl)cc23)CC1,-12%,?,.,?
COc1ccccc1CNc1ncnc2ccc(-c3ccccc3OC)cc12,-18%,?,.,?
N#CCCn1c(=O)c(CCc2ccccc2)nc2cnc(Nc3ccccc3)nc21,-7%,?,.,5%
N#CCCn1c(=O)c(-c2cccs2)nc2cnc(N3CCOCC3)nc21,-6%,?,.,12%
Cc1cccc(CNc2ncncc2-c2ccc(C(=O)N(C)C)cc2)c1,-3%,?,.,-10%
COc1cccc(Cn2c(=O)c(CCc3ccccc3)nc3cnc(N4CCN(C)CC4)nc32)c1,i,?,.,?
COCCNc1ncncc1-c1c(C)noc1C,-3%,6%,.,-1%
FC(F)(F)c1ccccc1-c1nc(N2CCOCC2)c2ccccc2n1,-1%,-6%,.,-6%
CCNc1ncc2nc(C)c(=O)n(CCc3ccccc3)c2n1,-6%,?,.,?
CC(=O)NCCNc1ccnc(-c2ccccc2C(F)(F)F)n1,-4%,?,.,-1%
CN(Cc1ccco1)c1cc(-c2ccccc2C(F)(F)F)ncn1,i,?,.,?
O=c1c(-c2cccs2)nc2cncnc2n1-c1ccccc1,i,?,.,2%
COc1cccc(-c2nc(NCc3ccccc3OC)c3ccccc3n2)c1,-16%,-6%,.,?
COc1ccc(-n2c(=O)cnc3cnc(N(C)C)nc32)cc1,i,?,.,?
O=c1c(-c2ccc(F)cc2)nc2cnc(Oc3ccccc3)nc2n1Cc1cccs1,-7%,?,.,?
COc1cccc(Cn2c(=O)c(-c3ccccc3)nc3cncnc32)c1,i,?,.,?
COCCNc1ncnc2ccc(-c3cccc(OC)c3)cc12,0%,?,.,?
c1ccc(CNc2nc(-c3ccoc3)nc3ccccc23)cc1,-18%,32µM*,.,?
COc1ccccc1-c1ccc2ncnc(NCc3ccccc3)c2c1,-7%,?,.,?
COc1ccc2[nH]cc(CCNc3ncnc4ccc(-c5ccoc5)cc34)c2c1,?,-8%,.,?
COc1ccc(-c2nc3cnc(Nc4cccc(OC)c4)nc3n(C)c2=O)cc1,-17%,0%,.,?
O=c1c(-c2cc(F)cc(F)c2)nc2cnc(N3CCNCC3)nc2n1C1CC1,i,?,.,?
COc1ncc2nc(-c3ccc(Cl)cc3)c(=O)n(Cc3cccs3)c2n1,-3%,?,.,18%
COc1ccccc1CNc1nc(-c2cccc(NS(C)(=O)=O)c2)nc2ccccc12,-19%,?,.,?
COc1ccc(-c2nc3cnc(OC)nc3n(C[C@H]3CCCO3)c2=O)cc1,-3%,?,.,2%
N#Cc1cccc(-c2nccc(NCc3cccnc3)n2)c1,-7%,?,.,?
Cc1nc2cnc(N3CCN(C)CC3)nc2n(Cc2ccc(F)cc2)c1=O,-4%,?,.,1%
COCCn1c(=O)c(-c2cccc(Cl)c2)nc2cncnc21,3%,?,.,6%
CN(C)Cc1ccccc1-c1cc(NCc2cccs2)ncn1,-5%,8%,.,1%
Cc1cccc(CNc2ncncc2-c2ccccc2C)c1,i,9%,.,-13%
Clc1ccccc1-c1nc(NC2CCNCC2)c2ccccc2n1,0%,-12%,.,-15%
COc1ccc(-c2nc3cnc(Nc4cccc(OC)c4)nc3n(C[C@H]3CCCO3)c2=O)cc1,14%,-13%,.,20%
CCNc1ncc2ncc(=O)n(Cc3cccs3)c2n1,i,?,.,?
O=c1c(-c2ccc(F)cc2)nc2cncnc2n1Cc1ccc(F)cc1,-10%,-15%,.,7%
COc1ccc(-c2nc3cnc(OC)nc3n(-c3ccc(OC)cc3)c2=O)cc1,-2%,?,.,?
